LYP act: LYP phosphatase activators, primary screen, biochemical, DiFMUP fluorescence, 2 µM; Tyrosine-protein phosphatase non-receptor type 22 (Homo sapiens), Q9Y2R2; recombinant LYP; 0 = plate median, 100 = signal doubled; activation, % at 2 µM; 0.11% of 96,000 active;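 active = activation at 2 µM above a set limit, the mean plus 5 SD, cut at about 37% in these data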
Target sequence (Q9Y2R2 whole entry, looked up): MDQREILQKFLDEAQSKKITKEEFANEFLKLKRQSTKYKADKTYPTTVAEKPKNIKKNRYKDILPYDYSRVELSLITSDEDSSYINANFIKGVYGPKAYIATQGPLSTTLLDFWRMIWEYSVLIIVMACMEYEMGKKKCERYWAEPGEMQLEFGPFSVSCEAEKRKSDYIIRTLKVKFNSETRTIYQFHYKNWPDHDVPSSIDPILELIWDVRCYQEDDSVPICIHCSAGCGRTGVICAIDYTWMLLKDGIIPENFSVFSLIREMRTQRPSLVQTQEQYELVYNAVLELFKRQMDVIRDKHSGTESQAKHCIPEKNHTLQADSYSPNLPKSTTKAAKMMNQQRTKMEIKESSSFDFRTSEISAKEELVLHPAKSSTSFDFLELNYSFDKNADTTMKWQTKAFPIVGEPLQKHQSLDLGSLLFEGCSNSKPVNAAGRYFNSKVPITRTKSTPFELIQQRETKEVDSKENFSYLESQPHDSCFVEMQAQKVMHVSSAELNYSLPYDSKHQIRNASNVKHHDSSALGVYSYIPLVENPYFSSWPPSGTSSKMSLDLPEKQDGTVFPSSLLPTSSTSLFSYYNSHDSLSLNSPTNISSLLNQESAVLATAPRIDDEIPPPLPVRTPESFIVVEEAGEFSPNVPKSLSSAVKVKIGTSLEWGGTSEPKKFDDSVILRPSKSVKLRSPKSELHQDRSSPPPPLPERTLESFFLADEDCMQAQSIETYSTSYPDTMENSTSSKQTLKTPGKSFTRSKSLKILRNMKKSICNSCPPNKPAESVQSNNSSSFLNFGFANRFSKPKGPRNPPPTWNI
S1P2 antag: human S1P2 receptor antagonists, primary screen, cell-based | Sphingosine 1-phosphate receptor 2 (Homo sapiens), O95136 | cell-based S1P2 antagonist assay, inhibition at 5 uM | inhibition, % at 5 µM | 0.21% of 97,000 active; in the data active = inhibition above about 45%;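 also: CRE beta-lactamase reporter cells expressing human S1P2 stimulated with S1P; 0% = agonist at EC80 alone and 100% = agonist plus reference antagonist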
Rev-RRE block: HIV-1 Rev-RRE binding inhibitors, primary screen, biochemical, FRET, protein-RNA interaction | P05866 | Rev peptide-RRE RNA binding | inhibition, % at 8 µM | 0.79% of 97,000 active;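 active = inhibition above the screen-wide mean plus 3 SD, cut at about 35% in these data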;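 also: 0% = median DMSO wells and 100% = median Neomycin B control wells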
Target sequence (P05866 whole entry, looked up): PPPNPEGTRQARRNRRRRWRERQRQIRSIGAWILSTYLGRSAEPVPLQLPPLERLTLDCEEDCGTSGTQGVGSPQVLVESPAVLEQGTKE
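assay system = Cy5-tagged RRE RNA duplex with fluorescein-tagged Rev peptide | incubation = 5 + 15 min at 25 °C | also added = labelled Rev peptide | measure = % inhibition of FRET ratio versus controls | benchmarks = DMSO wells as 0% and neomycin B wells as 100% inhibition | measured by = FRET fluorescence readout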
PTPN22 inh 2: PTPN22 phosphatase inhibitors, primary screen, biochemical, DiFMUP fluorescence, 2 µM; AID 640, 2007; 0.21% of 96,000 active; Tyrosine-protein phosphatase non-receptor type 22 (Homo sapiens), Q9Y2R2; recombinant LYP catalytic domain; inhibition, % at 2 µM;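 active = inhibition at 2 µM at or above a set limit, the screen mean plus 3 SD, cut at about 24% in these data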;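 also: 0% = DMSO with enzyme and 100% = enzyme fully blocked by orthovanadate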
EphB4 antag: EphB4-ephrin-B2 interaction antagonists, primary screen, biochemical, TNYL-RAW peptide probe, fluorescence polarization; EphB4 LBD / TNYL-RAW-Alexa532 peptide; 0.15% of 97,000 active; Ephrin type-B receptor 4 (Homo sapiens), P54760; AID 720, 2007; inhibition, % at 7 µM;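 active = inhibition above the screen-wide mean inhibition plus 3 SD, cut at about 15% in these data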;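 also: 0% = DMSO wells and 100% = excess unlabeled TNYL-RAW peptide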
PostGolgi yeast: phenotypic screen on post-Golgi transport, primary screen | post-Golgi transport phenotypic cell assay | inhibition, % at 10 µM | 0.9% of 98,000 active;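 also: yeast cells grown in 1536-well plates; yeast grown about 18 h at 30C before absorbance read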
FAK blocker: FAK kinase inhibitors, primary screen, biochemical; Focal adhesion kinase 1 (Homo sapiens), Q05397; biochemical FAK kinase activity assay; inhibition, %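 (tested at 7 µM)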; 0.84% of 97,000 active; AID 727, 2007; in the data active = inhibition above about 19%;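 also: 0% = DMSO and 100% = reference compound high control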
S1P2 ag: S1P2 receptor agonists, primary screen, cell-based; Sphingosine 1-phosphate receptor 2 (Homo sapiens), O95136; S1P2-expressing cell line, agonist reporter read-out; activation, % at 4.5 µM; 0.46% of 97,000 active; in the data active = activation above about 16%;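 also: 0% = vehicle low control and 100% = maximal reference agonist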
PostGolgi ctrl: growth inhibition of yeast control strain, primary screen, counter-screen for post-Golgi transport modulator project | efflux-deficient yeast background strain, growth absorbance A615, 16 h | inhibition, % at 10 µM | 5% of 98,000 active
The depositor's hits bear a star; nt = not tested or not shown. Rule as the data show it, unless noted: active = inhibition above about 30%; inactive = the rest.

SMILES	LYP act	S1P2 antag	Rev-RRE block	PTPN22 inh 2	EphB4 antag	PostGolgi yeast	FAK blocker	S1P2 ag	PostGolgi ctrl
Cc1[nH]c(=S)[nH]c(=O)c1Cc1ccccc1	0	-17	5	-1	-3	13	1	-5	-9
COc1ccc(OC)c(NC(=O)CSc2nnc(-c3ccco3)n2-c2ccc(C(=O)O)cc2)c1	3	-21	-3	-5	-17	-4	0	-2	25
COc1ccc(CCNC(=O)CSc2nc3ccccc3o2)cc1OC	5	-3	-1	-6	9	-9	-1	-3	17
O=C(Nc1ccc2oc(Cc3ccc(Cl)cc3)nc2c1)c1cccnc1	-10	5	6	6	3	5	7	-10	4
CCOc1ccc(OCC)c(NC(=O)CSc2nnc(-c3cccnc3)o2)c1	-10	19	10	11	7	-2	4	-8	0
C=CC[n+]1c(-c2ccc(OC)cc2)csc1NNC(=O)Nc1ccccc1	-7	-10	5	9	6	-2	-1	-3	20
CCOC(=O)c1sc(NC(=S)n2cc(C)cn2)c(C(=O)OCC)c1C	3	0	6	-6	4	nt	-3	0	nt
CN(C)Cc1cc(C(C)(C)C)c(O)c(C(C)(C)C)c1	0	0	7	-4	0	7	-1	-2	2
COCc1nnc(NC(=O)c2sc3ccccc3c2Cl)s1	1	1	10	-8	5	-3	-2	-6	30*
CCCCNC(=O)c1ccc2c(OCC)n(CCCC)nc2c1	6	2	-1	-4	-2	-6	-1	-6	-2
O=C1Nc2ccccc2/C1=N\N=C\C1=C(N2CCOCC2)C(=C\c2ccccc2)/CC1	-10	10	2	12	4	7	1	-4	25
COc1ccc(C2CC(C(F)(F)F)n3ncc(C(=O)Nc4c(C)n(C)n(-c5ccccc5)c4=O)c3N2)cc1 (stereo not drawn)	5	13	2	-5	9	nt	1	-2	nt

Overlap with the part before: six compounds, followed by the next part.
SMILES	LYP act	S1P2 antag	Rev-RRE block	PTPN22 inh 2	EphB4 antag	PostGolgi yeast	FAK blocker	S1P2 ag	PostGolgi ctrl
CCOC(=O)c1sc(NC(=S)n2cc(C)cn2)c(C(=O)OCC)c1C	3	0	6	-6	4	nt	-3	0	nt
CN(C)Cc1cc(C(C)(C)C)c(O)c(C(C)(C)C)c1	0	0	7	-4	0	7	-1	-2	2
COCc1nnc(NC(=O)c2sc3ccccc3c2Cl)s1	1	1	10	-8	5	-3	-2	-6	30*
CCCCNC(=O)c1ccc2c(OCC)n(CCCC)nc2c1	6	2	-1	-4	-2	-6	-1	-6	-2
O=C1Nc2ccccc2/C1=N\N=C\C1=C(N2CCOCC2)C(=C\c2ccccc2)/CC1	-10	10	2	12	4	7	1	-4	25
COc1ccc(C2CC(C(F)(F)F)n3ncc(C(=O)Nc4c(C)n(C)n(-c5ccccc5)c4=O)c3N2)cc1 (stereo not drawn)	5	13	2	-5	9	nt	1	-2	nt
O=C(CCc1ccccc1)N1CCN(c2ccc(Cl)cc2)CC1	-10	-1	6	10	4	12	-2	-1	5
COc1ccc2cc(CN(Cc3cccnc3)S(=O)(=O)c3ccccc3)c(=O)[nH]c2c1	-7	22	11	5	1	10	5	-7	2
COc1cccc(-c2cnc(OC(C)(C)C)nc2OC(C)(C)C)c1	0	8	9	0	4	0	-1	-9	4
CCOCCn1c(C(C)O)nc2ccccc21 (stereo not drawn)	-8	3	8	8	2	nt	2	-2	nt
CCC(=O)n1nc(-c2ccc(Cl)cc2)nc1NCc1ccccc1	2	-7	5	-5	-8	-2	0	-2	4
CCOC(=O)N1CCN(C(=O)CN(C2CCCCC2)S(=O)(=O)c2ccc(F)cc2)CC1	13	-12	4	-12	0	2	2	1	7
CN(CC(=O)Nc1cccc2ccccc12)c1ccc(S(=O)(=O)N2CCOCC2)cn1	7	23	0	-6	-5	-7	0	-1	21
Cc1nnsc1SCC(=O)O	-4	13	4	6	2	9	-9	-4	5
COc1ccc2nc(NCCO)[nH]c2c1	2	-8	-1	-2	-4	0	8	-3	-3
c1ccc(-c2nc(C3CCCCC3)no2)cc1	-11	-7	4	10	1	0	0	-3	12
NC1=CC(=O)c2cccc3cccc1c23	2	-2	56*	-4	13	nt	16	0	nt
COc1ccccc1N1CCN(Cc2ccco2)CC1	0	-1	1	-1	-6	-6	-1	-10	10

Single records, from the list above. Screens in order: LYP act	S1P2 antag	Rev-RRE block	PTPN22 inh 2	EphB4 antag	PostGolgi yeast	FAK blocker	S1P2 ag	PostGolgi ctrl
`COc1ccccc1N1CCN(Cc2ccco2)CC1` is listed as 0	-1	1	-1	-6	-6	-1	-10	10
`CCOC(=O)N1CCN(C(=O)CN(C2CCCCC2)S(=O)(=O)c2ccc(F)cc2)CC1` is listed as 13	-12	4	-12	0	2	2	1	7
`Cc1nnsc1SCC(=O)O` is listed as -4	13	4	6	2	9	-9	-4	5
`COc1ccc2cc(CN(Cc3cccnc3)S(=O)(=O)c3ccccc3)c(=O)[nH]c2c1` is listed as -7	22	11	5	1	10	5	-7	2
`CCOCCn1c(C(C)O)nc2ccccc21` (stereo not drawn) is listed as -8	3	8	8	2	nt	2	-2	nt

(list continues)
SMILES	LYP act	S1P2 antag	Rev-RRE block	PTPN22 inh 2	EphB4 antag	PostGolgi yeast	FAK blocker	S1P2 ag	PostGolgi ctrl
N#Cc1nc(-c2ccccc2)oc1NCCN1CCCCC1	-8	-6	2	8	0	8	-2	-6	7
CC(C)CCNC(=O)CN(C(=O)Cn1nnc(-c2ccc(F)cc2)n1)C1CCCC1	2	4	4	-3	-2	8	1	-5	-3
C/C(=N\NC(=O)C1CC1)c1ccc(Cl)c(Cl)c1	-10	-16	-4	10	5	4	2	-2	3
Cc1ccc2[nH]c(=O)c(-c3nc4ccccn4c3NCc3ccco3)cc2c1	5	-10	2	-4	-4	1	5	-6	16
Cc1ccc(S(=O)(=O)NC(CC(=O)N2CCc3ccccc32)c2ccco2)cc1 (stereo not drawn)	-10	15	10	8	-3	-4	0	-5	3
N#CCC(=N)N1CCN(c2ccccc2)CC1	-1	-3	1	4	0	21	0	-9	-3
O=C(Nc1ccccc1Cl)N1CCN(c2ccc3nnc(-c4ccc(F)cc4)n3n2)CC1	-4	4	0	1	4	5	-3	-2	6
COC(=O)c1cc(OC)c(OC)cc1NC(=O)Nc1ccc(OC)cc1	0	-6	10	2	2	-5	-3	-1	-1
C=CCNC(=O)c1onc(CSc2cccc(OC)c2)c1C(=O)O	5	-14	2	-2	-3	-2	-7	-6	7
O=C(c1ccco1)N1CCN(c2cc(C(F)(F)F)nc3ncnn23)CC1	-5	6	5	3	0	-1	4	-13	1
COc1cc(NC(=O)C2CCCCC2)c(OC)cc1NC(=O)CCC(=O)NCc1ccco1	-7	0	6	6	-2	-4	-1	-2	-7
CCOc1cc(-c2cc(-c3ccc(C)o3)nc(N)c2C#N)ccc1O	0	-35	7	-2	-1	11	0	4	26
Cn1c(=O)n(C)c2cc(/C=C3/NC(=O)N(Cc4ccccc4)C3=O)ccc21	9	-6	2	-14	2	0	2	-4	5
CC(=O)N(C)c1ccc(NS(=O)(=O)Cc2ccccc2)cc1	6	-9	8	-7	-2	2	0	-4	-9
COc1ccc(/C(N)=N/OC(=O)Cc2ccccc2OC)cc1	-6	13	7	9	4	-6	3	-5	-6
CCOC(=O)c1ccccc1NC(=O)CSc1nc(N)cc(N)n1	-4	-29	4	4	1	nt	2	0	nt
Cc1ccc(-n2nc3c(c2NC(=O)c2ccc4c(c2)OCO4)CSC3)c(C)c1	-9	12	-2	8	-2	-6	-2	-7	8
Cc1ccc(NC(=O)c2ccccc2OCC(=O)c2ccccc2)cc1	10	-29	10	-13	9	2	-1	-5	8
Nc1ccc2ncccc2c1	5	3	1	-8	4	4	1	-7	2
COc1ccc(CCNC(=O)c2ccc(Cl)cc2)cc1	8	-10	0	-12	-2	-1	3	-2	7
CCCN1Cc2cccc(C(=O)Nc3ccc(C)cc3)c2C1=O	0	-1	19	-1	1	3	5	-2	4
CN(C)c1ccc(P(=O)(OC2CCCCC2)C(O)c2cccnc2)cc1 (stereo not drawn)	1	18	7	-2	0	-4	-3	-7	6
Cc1nc(CS(=O)(=O)c2ccc(Cl)cc2)cc(N2CCOCC2)n1	-1	11	0	6	2	12	-1	-4	-3
CN1C2C=C3C(C#N)=C(N)C(C#N)(C#N)[C@@H](c4ccc(Cl)cc4)[C@@H]3C1CC2 (stereo partly drawn)	-4	-7	8	3	-5	-1	-9	-7	2
NC(=O)C1CCN(C(=O)CCCCCn2c(=O)[nH]c3ccsc3c2=O)CC1	2	12	4	-7	3	nt	-3	-8	nt
O=C1CCc2cc(S(=O)(=O)N3CCC(C(=O)NCc4ccccc4Cl)CC3)ccc2N1	24	3	5	-28	-11	-2	1	-8	16
Cc1ccc(OCC(=O)OCc2c(C)noc2C)cc1C	5	-9	3	-5	-4	1	0	-2	22
CC(=O)OCCn1c(Br)nc2c1c(=O)[nH]c(=O)n2C	0	20	4	1	6	-4	2	-7	-1
CCNC(=S)NNC(=O)c1csc2c1CCCC2	-4	15	5	6	-6	-1	-1	-4	-6
COC(=O)CCC(NC(=O)OCc1ccccc1)C(=O)NC(CC(C)C)C(=O)OC (stereo not drawn)	-4	6	-4	4	-5	-9	2	-5	0
